Source: PubChem BioAssay
CHT allo act – CHT positive allosteric modulators, primary screen, cell-based, membrane potential dye, choline EC20; High affinity choline transporter 1 (Homo sapiens), Q9GZV3; B-score at 10 µM; CHT-expressing cells; active compounds read high; LV-AA mutant CHT in HEK293 cells; 0.49% of 310,000 active; AID 488977, 2010;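 active = initial fluorescence not abnormally high and integrated response B-score, plate-corrected, over 3 SD above library mean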
Target sequence (Q9GZV3 whole entry, looked up): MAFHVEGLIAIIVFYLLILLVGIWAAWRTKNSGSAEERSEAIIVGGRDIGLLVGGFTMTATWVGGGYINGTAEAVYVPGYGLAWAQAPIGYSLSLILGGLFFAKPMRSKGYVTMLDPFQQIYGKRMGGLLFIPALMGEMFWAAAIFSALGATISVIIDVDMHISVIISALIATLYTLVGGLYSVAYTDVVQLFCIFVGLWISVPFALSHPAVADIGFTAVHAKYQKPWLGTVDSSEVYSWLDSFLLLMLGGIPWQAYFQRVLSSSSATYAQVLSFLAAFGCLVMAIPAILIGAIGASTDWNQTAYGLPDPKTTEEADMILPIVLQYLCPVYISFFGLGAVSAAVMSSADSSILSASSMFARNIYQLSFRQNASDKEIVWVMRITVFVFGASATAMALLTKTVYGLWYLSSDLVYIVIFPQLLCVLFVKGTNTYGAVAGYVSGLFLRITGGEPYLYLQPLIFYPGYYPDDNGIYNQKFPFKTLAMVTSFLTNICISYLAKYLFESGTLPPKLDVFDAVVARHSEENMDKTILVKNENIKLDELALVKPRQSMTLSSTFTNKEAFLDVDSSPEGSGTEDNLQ
OX1R antagonist – OX1R (HCRTR1) antagonists, primary screen, fluorescence, CHO/OX1R cells, Fluo-8 calcium, orexin A. Fluo-8 calcium fluorescence. 0.43% of 330,000 active. Orexin/Hypocretin receptor type 1 (Homo sapiens), O43613. inhibition, % at 5 µM;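 active = inhibition above its plate's threshold, mean inhibition of all tested compounds on the plate plus 3 SD, cut at about 37% in these data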;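 also: 0% = orexin A challenge wells and 100% = SB-334867-A antagonist wells; not every result past the cut was called active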
Target sequence (O43613 whole entry, looked up): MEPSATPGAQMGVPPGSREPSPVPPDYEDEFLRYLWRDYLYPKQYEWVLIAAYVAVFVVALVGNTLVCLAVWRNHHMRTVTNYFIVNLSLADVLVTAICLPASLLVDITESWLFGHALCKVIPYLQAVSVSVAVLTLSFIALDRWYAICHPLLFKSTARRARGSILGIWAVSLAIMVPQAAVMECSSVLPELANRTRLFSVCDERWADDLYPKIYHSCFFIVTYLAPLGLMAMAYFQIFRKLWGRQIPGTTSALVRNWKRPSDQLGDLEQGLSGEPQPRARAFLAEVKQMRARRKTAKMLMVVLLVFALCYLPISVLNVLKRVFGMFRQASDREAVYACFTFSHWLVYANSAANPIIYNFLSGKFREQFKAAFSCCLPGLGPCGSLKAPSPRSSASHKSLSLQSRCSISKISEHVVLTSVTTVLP
* marks the source's active call; other numbers are inactive results; i = inactive; · = not tested or not shown.

SMILES	CHT allo act	OX1R antagonist
COc1ccccc1OCCCOc1cccc(/C=C2\SC(=O)NC2=O)c1	i	-12.7
Cc1cc(S(=O)(=O)N2CCCC2)ccc1OCC(=O)Nc1ccc(C(N)=O)cc1	·	3.2
CCOC(=O)C1CCN(Cc2cc(=O)n3c(-c4ccccc4)csc3n2)CC1	i	-25.0
CCCn1c(C)cc(-c2csc(N)n2)c1C	i	-20.0
CC(=O)c1ccc(OCc2cc(C(=O)NC(C)CCn3cccn3)no2)cc1 (stereo not given)	i	-8.9
CNc1ccccc1C(=O)OCC(=O)Nc1ccc2c(c1)OCO2	i	-15.4
CC(C)(CCl)C(=O)Nc1ccc(Sc2ccc(F)cc2)cc1	i	2.7
O=C(NCCN1CCOCC1)c1ccc2c(c1)N(Cc1c(F)cccc1Cl)C(=O)c1ccccc1S2	i	-14.8
O=c1nc2ccccc2c2n1CC(CN1CCN(c3cccc(Cl)c3)CC1)N2 (stereo not given)	i	-5.4
CCC(C)NS(=O)(=O)c1ccc(OCC(=O)Nc2ccc3c(c2)OCO3)cc1 (stereo not given)	i	-8.3
O=C(CC(NS(=O)(=O)c1ccc(Cl)cc1)c1ccco1)NCc1ccco1 (stereo not given)	i	-14.1
COC(=O)[C@@]1(Cc2ccccc2)[C@H]2C(=O)N(Cc3ccccc3)C(=O)[C@H]2[C@H]2CN=C(SC)N21	·	-12.3
CCOC(=O)N1CCc2c(sc(NC(=O)C3COc4ccccc4O3)c2C(N)=O)C1 (stereo not given)	i	-11.6
CC(C)(C)c1ccc(C(=O)NNc2cc(N3CCOCC3)nc(N3CCOCC3)n2)cc1	i	-21.2
CC(CNS(=O)(=O)c1ccc(Cl)cc1)n1cncn1 (stereo not given)	i	0.9
N=C1C(c2nc3ccccc3[nH]2)=C(O)CN1c1ccc(F)cc1	i	-21.4
O=C(C1=C[C@@H](C2CC2)C[C@@H](OCCCCO)O1)N1CCN(Cc2ccc3c(c2)OCO3)CC1	i	-37.8
O=C(O)CCC(=O)N1N=C(c2ccc(Br)cc2)CC1c1ccc(Br)cc1 (stereo not given)	i	12.8
Cc1ccc(F)cc1NC(=O)C1CCN(c2cnccn2)CC1	i	-7.6
CC1CC(Nc2ccccc2)=NC1(C)C (stereo not given)	i	-3.8
C=CCOc1cccc(C2C(C(=O)c3ccc(C)o3)=C(O)C(=O)N2c2nccs2)c1 (stereo not given)	i	-29.4
O=C(/C=C/c1ccc(-c2ccccc2)o1)c1ccccc1	i	-9.7
Cc1cc(OCC(=O)Nc2ncn[nH]2)ccc1Cl	·	-5.2
O=C(CN1C(=O)NC(c2ccccc2)(c2ccccc2)C1=O)NCc1ccco1	·	-4.1
Cc1sc2nc(CSC(C)C(=O)N(C)CC(=O)Nc3ccccc3C(F)(F)F)[nH]c(=O)c2c1C (stereo not given)	i	6.8
Cc1ccc(NC(=O)COC(=O)c2ccco2)cc1	i	-19.4
NC(=O)C1CCN(C(=O)COc2ccc3ccccc3c2Br)CC1	i	0.2
COc1ccc(N2CCN(C(CNC(=O)C(=O)NCCCO)c3ccco3)CC2)cc1 (stereo not given)	i	-5.2
S=C(NCCc1ccccc1)Nc1cccc2cnccc12	i	26.2
O=C(COc1ccc(S(=O)(=O)N2CCOCC2)cc1)NCc1ccccc1	i	-7.6
Cc1ccc(C(=O)Nc2cccc(C(=O)N3CCN(C)CC3)c2)cc1	i	-6.9
O=C(NCc1ccc(Cl)cc1)C1CCC(=O)N(C2CCCCCC2)C1 (stereo not given)	i	-17.6
COc1cccc(C(=O)Nc2c[nH]c(=O)[nH]c2=O)c1	i	-7.8
Cc1ccc(C(=O)NC(=S)Nc2ccc(N3CCOCC3)cc2)cc1	i	-11.1
Nc1ccc(C(=O)OC2CCOC2=O)cc1[N+](=O)[O-] (stereo not given)	i	-3.8
COc1ccc2nc(C)cc(Nc3ccc(C(=O)O)cc3)c2c1	i	-10.6
COc1cc(C(=O)NNC(=O)CN2C(=O)NC3(CCCC3)C2=O)cc(OC)c1OC	·	13.0
COc1cccc(N2C(=O)C3CCCN3C2=S)c1 (stereo not given)	i	4.0
O=C(COC(=O)Cc1ccc(Cl)cc1)Nc1ccccc1F	i	-1.7
Cc1nc(-c2ccccc2OC(F)(F)F)[nH]c(=O)c1Cl	i	-4.9
Cc1noc(C)c1S(=O)(=O)N(C)CC(=O)NCc1ccccc1	i	-8.0
Cc1ccc(NCc2n[nH]c(=S)n2-c2ccccc2)cc1	i	-5.9
CCCc1cc(=O)oc2cc(OC(C)C(=O)NCC3CCC(C(=O)O)CC3)c(Cl)cc12 (stereo not given)	i	-10.5
S=c1nc(NCc2ccc3c(c2)OCO3)c2ccccc2[nH]1	i	·
CC1(C)CC(=O)c2cc(C(=O)N3CCN(CCO)CC3)c(=O)n(-c3ccc(Cl)cc3)c2C1	i	-18.7
CCN(CC)C(=O)CC(c1cc(OC)c(OC)c(OC)c1)c1c(OC)cc(OC)c2c(-c3ccccc3)cc(=O)oc12 (stereo not given)	i	-32.1
CC(=O)c1sc2nc(SCC(=O)N3CCCCC3)[nH]c(=O)c2c1C	i	-8.9
Nc1nc(-c2sc3nc4c(cc3c2N)CCCC4)nc(N2CCOCC2)n1	i	7.8
CC1CCCCC1NC(=O)COC(=O)c1ccc2c(c1)NC(=O)CS2 (stereo not given)	·	-4.7
COC(=O)c1cc(CN2CCN(c3ccccc3C)CC2)ccc1O	i	-26.8
CCOC(=O)Nc1cccc(OCC(=O)Nc2ccccc2OC)c1	i	-35.3
CCOc1ccc(NC(=O)c2ccc(Cl)c(NC(=O)c3ccco3)c2)cc1	i	-20.0
COCCNC(=O)c1cc(-c2ccccc2)nn1Cc1cc(C)no1	·	-24.4
COc1ccccc1CCNS(=O)(=O)CCNC(=O)c1ccc2c(c1)OCO2	i	-24.8
COc1ccc(-c2cccc(C3CC=CC4C3C(=O)N(Cc3ccccc3)C4c3ccc(C(F)(F)F)cc3)c2)cc1 (stereo not given)	i	-14.1
Cn1nnnc1SCC(=O)Nc1ccccc1N1CCCCC1	i	-6.2
Cc1nc(NNC(=O)c2ccccc2)cc(-c2ccccc2)n1	i	-5.7
Cc1ccc(-n2c(C)cc(C)c(C#N)c2=O)cc1Cl	i	-15.6
CC(C)(C)NCc1cc(Br)ccc1OC1CCCC1	i	-16.4
CCOc1ccc(CNC(=O)CCc2cn(C)c3ccccc23)cc1	i	-11.1
Further results follow:
SMILES	CHT allo act	OX1R antagonist
CC1=NN(C(=O)c2ccc(Cl)cc2)C(O)(c2ccccc2)C1 (stereo not given)	i	-17.9
CCCN(CCC)CCCNC(=O)c1cn(C)c2ccc(S(=O)(=O)N(C)C3CCCCC3)cc2c1=O	i	15.4
Cc1ccc2nc(SCC(=O)NCc3ccc(F)cc3)[nH]c2c1	i	-29.1
Cc1cc(-n2c(C)cc(C(=S)N3CCOCC3)c2C)ccc1Br	i	-13.8
Cc1cccc(C(=O)NC(CC(=O)O)c2ccc(OC3CCCC3)cc2)c1[N+](=O)[O-] (stereo not given)	i	-9.9
Cc1c(NC=C(C#N)C#N)c(=O)n(-c2ccccc2)n1C	i	1.1
CCOc1cc(NC(=S)NC)c(OCC)cc1NC(=O)c1cccs1	i	-27.0
C/C(CC(=O)Nc1ccccc1Br)=N\NC(=O)C(=O)N1CCCC1	i	-25.3
COc1cc(/C=C\C(=O)NCc2ccc3c(c2)cc(C)n3C)cc(OC)c1OC	i	-12.4
Cc1ccc(NC(=O)N(CCCN2CCOCC2)Cc2cccs2)cc1C	i	-24.6
O=[N+]([O-])c1nn(-c2cccc(Cl)c2)n(O)c1=NCc1cccnc1	i	-5.0
COc1cccc(N2CCN(C(=O)c3ccc(N4C(=O)NC5CC4(C)Oc4ccccc45)cc3)CC2)c1 (stereo not given)	i	-3.6
Cc1noc(C)c1S(=O)(=O)N(C)CC(=O)Nc1ccc(F)cc1	i	5.3
CCCSc1nsc(NC(=O)CCC)n1	i	-14.3
Cc1sc2nc(SCC(=O)Nc3ccccc3F)[nH]c(=O)c2c1C	i	-5.6

The list goes on; it opens with the two that closed the last part.
SMILES	CHT allo act	OX1R antagonist
CCCSc1nsc(NC(=O)CCC)n1	i	-14.3
Cc1sc2nc(SCC(=O)Nc3ccccc3F)[nH]c(=O)c2c1C	i	-5.6
CCCCOc1ccc(Cc2c(Cl)nc(SC)nc2N2CCOCC2)cc1	i	-14.6
Cn1c(=O)c(C(=O)CSc2nnc(Nc3ccccc3)s2)c(N)n(Cc2ccccc2)c1=O	i	-13.9
COc1cc(C(=O)/C=C/c2cccnc2)c([N+](=O)[O-])cc1OC	i	4.6
Cc1nc(SCC(=O)Nc2c(C)n(C)n(-c3ccccc3)c2=O)[nH]c(=O)c1C	i	-2.1
Cc1cccc(NC(=O)CNC(=O)COc2ccc(-c3ccc(C#N)cc3)cc2)c1C	i	-14.2
O=c1c2ccccc2sn1-c1ccc(S(=O)(=O)N2CCCCC2)cc1	i	-1.9
COc1ccc(/C=C/C(=O)OCC(=O)NCc2ccccc2)cc1OC	·	-11.5
CCc1nnc(N/N=C/c2ccc(O)c(OC)c2)n1N	i	-1.1
O=C(N/N=C/c1cn(-c2cccs2)nc1-c1ccccc1)c1ccccc1Cl	i	-14.3
CCOC(=O)C1(Cc2cccc(OC)c2)CCN(Cc2cccnc2)CC1	i	-43.5
CN1CC(=O)N(CC(=O)Nc2ccc3c(c2)CCC3)C1=O	i	4.4
CCCCSc1nnc([C@@H]2CCCN2C(=O)OC(C)(C)C)o1	i	-19.0
Cc1cc(=O)nc2c3ccccc3n(CC(=O)NC(C)c3ccc4c(c3)OCCO4)n12 (stereo not given)	i	-61.6
CCNC(=O)NC(=O)COc1ccccc1C#N	i	0.0
COc1ccc([N+](=O)[O-])cc1N(CC(=O)NCCCOC(C)C)S(C)(=O)=O	i	-8.6

Part of the list above in order of molar mass, rising.
SMILES	CHT allo act	OX1R antagonist
CCNC(=O)NC(=O)COc1ccccc1C#N	i	0.0
CCOC(=O)C1(Cc2cccc(OC)c2)CCN(Cc2cccnc2)CC1	i	-43.5
COc1ccc([N+](=O)[O-])cc1N(CC(=O)NCCCOC(C)C)S(C)(=O)=O	i	-8.6
CCCCOc1ccc(Cc2c(Cl)nc(SC)nc2N2CCOCC2)cc1	i	-14.6

(cont.)
SMILES	CHT allo act	OX1R antagonist
COc1ccc(-n2c(SCC(=O)Nc3cc(C)on3)nc3c([nH]c4ccccc43)c2=O)cc1OC	i	-21.3
Cc1cc(NC(=O)CSc2nc(N)c(NC(=O)c3ccc(F)c(F)c3)c(=O)[nH]2)no1	i	-0.1
Cc1csc(NC(=O)CCNC(=O)c2ccccc2Cl)n1	i	-20.0
CC(C)(C)CN1CCN(CC#Cc2ccccc2)CC1CCO (stereo not given)	i	-32.6
CCN(Cc1cc(=O)n2ccsc2n1)Cc1nc2cc(OC)c(OC)cc2c(=O)[nH]1	i	-9.9
CN(C)c1ccc(/C=N/NC(=O)c2nonc2N)cc1[N+](=O)[O-]	i	-9.2
CCN(CC)c1ccc(/C=N/N2C(=O)c3ccccc3C2=O)cc1	i	-4.6
CC(=O)Nc1ccc(N/C(=N\S(=O)(=O)c2ccccc2)c2ccccc2)cc1	i	-8.7
NC(=O)c1cc(N)ccc1N1CCCC1	i	-12.0
O=C(Nc1cccn(Cc2c(Cl)cccc2Cl)c1=O)c1ccccc1Cl	i	-0.4
O=c1cc(NCc2ccccc2)[nH]c(=O)[nH]1	i	9.5
CCc1ccccc1N1C(=O)C(Cl)=C(N2CCOCC2)C1=O	i	-16.7
Cc1cc2cc(OCc3ccccc3)ccc2n1C	i	-19.1
CC1SC(c2ccc(Cl)cc2)NC1=O (stereo not given)	i	4.8
COc1ccc2nc(-c3ccc(F)cc3)sc2c1	i	-9.5
CCC(C)C(=O)Nc1ccccc1N1CCN(c2ccc(F)cc2)CC1 (stereo not given)	i	-20.3
C/C(CC(=O)Nc1ccc(F)cc1)=N\NC(=O)COc1ccccc1	i	-31.8
COc1cc(/C=C/C(=O)O)ccc1O	i	-2.6
CCN(CC)Cc1c(-c2ccccc2)[nH]c2ccc(C)cc2c1=O	i	7.4
O=C(COc1ccc(S(=O)(=O)N2CCCCC2)cc1)NCC1CCCO1 (stereo not given)	i	0.3
COc1ccc(N(CCC#N)S(=O)(=O)c2cccc3nsnc23)cc1	i	-20.6
C=CCn1c(SCC(=O)NC2CC2)nnc1-c1cccs1	i	-10.9
Cc1cc(C)c(OCC(O)CN2CCN(c3ccccn3)CC2)c(C)c1 (stereo not given)	i	-41.0
COc1ccccc1/C=C/C(=O)OCC(=O)NC1CCCCCCC1	·	-23.8
CCc1noc(C)c1C(=O)Nc1nc(-c2ccc(Cl)cc2Cl)cs1	i	-19.1
Cc1ccc(Cl)cc1NC(=O)CSC(N)=O	i	-1.2
COc1ccc(C)cc1Nc1n[n+](-c2ccccc2)c(-c2c(Cl)cccc2Cl)s1	i	2.0
CCCN1CCN(c2nc(-c3cccs3)nc3ccccc23)CC1	i	-10.6
Cc1ccc(S(=O)(=O)N(CCO)Cc2cc3ccc(C)c(C)c3[nH]c2=O)cc1	i	-11.6
CC12CCC(=O)N1C(C(=O)Nc1nc(-c3ccccc3)cs1)CS2 (stereo not given)	i	-12.9

One compound at a time, as listed above. Order of values: CHT allo act, OX1R antagonist
CC12CCC(=O)N1C(C(=O)Nc1nc(-c3ccccc3)cs1)CS2 (stereo not given) as listed: i, -12.9
CCC(C)C(=O)Nc1ccccc1N1CCN(c2ccc(F)cc2)CC1 (stereo not given) as listed: i, -20.3

The listing continues.
SMILES	CHT allo act	OX1R antagonist
O=C(NCc1ccccc1Cl)c1ccc(CS(=O)(=O)c2ccccc2)o1	i	-21.8
COc1cc(/C=C/C(=O)O)ccc1OCc1cnc(Cl)s1	i	-22.2
CCOC(=O)c1nn(-c2ccc(F)cc2)c(=O)c2c(N)scc12	i	-4.2
COc1cccc(Nc2ncc(C#N)c(N)n2)c1	i	1.8
Cc1sc(NC(=O)c2ccc(Br)s2)c(C(N)=O)c1C	i	-17.6
